SENP1 inh = inhibitors of human SENP1 SUMO protease catalytic domain; Q9P0U3; inhibition, % at 10 µM; recombinant SENP1 catalytic domain, CyPet-SUMO1-YPet FRET cleavage; 360,000 tested, 0.21% active;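 active = inhibition at least 30% at 10 µM, raw YFP signal under a set limit, fluorescence ratio 0.5 to 1.5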;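 also: 0% = enzyme with DMSO and 100% = no enzyme wells; some results filed as inactive read as strong as hits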
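material = recombinant human SENP1 catalytic domain, His6-tagged | quantity = 20 pM enzyme | reagent = 25 nM SUMO1 FRET substrate | compound dosing = 10 µM single point, 0.5% DMSO | timing = 50 min enzyme reaction, room temperature, light-protected | detection = FRET, CFP and YFP emission | control set = no-enzyme low, enzyme-DMSO high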
SENP8 block-1 = SENP8 protease inhibition. 330,000 tested, 1.2% active. AID 2540. purified SENP8, Z-RLRGG-aminoluciferin cleavage, luminescence. inhibition, % at 10 µM. Q96LD8; in the data active = inhibition above about 50%
Apaf-1 inh = inhibitors of human Apaf-1 apoptosome; O14727; 330,000 tested, 0.71% active; inhibition, % at 20 µM; reconstituted apoptosome caspase-3 activity, DEVD-Rh110 fluorescence; active = inhibition of at least 40% at 20 µM;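 also: plate controls were DMSO wells for no effect and DEVD-CHO caspase inhibitor wells for full effect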
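Material: reconstituted apoptosome with Apaf-1, cytochrome c, caspase-9, procaspase-3, dATP; medium: pH 7.5 Hepes buffer with CHAPS, BSA, DTT; also added: cytochrome c and DEVD-Rh110 substrate; timing: 30 min plus 50 min, RT; signal: Rh110 fluorescence intensity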
PfGluPho inh = PfG6PD (Plasmodium falciparum) enzyme inhibition | PfGluPho enzyme, NADPH resazurin-diaphorase fluorescence | inhibition, % at 20 µM | 350,000 tested, 0.78% active;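 active = inhibition reaching at least a set limit at 20 µM in the primary screen, cut at about 59% in these data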;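 also: 0% = DMSO wells with substrate and 100% = DMSO wells lacking glucose-6-phosphate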
HKDC1 inhibitor = blocks human hexokinase HKDC1 activity; inhibition, % at 20 µM; recombinant HKDC1, G6PDH/diaphorase resazurin coupled fluorescence; Q2TB90; 340,000 tested, 0.16% active;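 active = inhibition above about 35% when tested at 20 µM, limit read from the data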;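 also: plate controls were DMSO wells with enzyme for no effect and DMSO wells lacking enzyme for full effect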
Target sequence (Q2TB90 whole entry, looked up): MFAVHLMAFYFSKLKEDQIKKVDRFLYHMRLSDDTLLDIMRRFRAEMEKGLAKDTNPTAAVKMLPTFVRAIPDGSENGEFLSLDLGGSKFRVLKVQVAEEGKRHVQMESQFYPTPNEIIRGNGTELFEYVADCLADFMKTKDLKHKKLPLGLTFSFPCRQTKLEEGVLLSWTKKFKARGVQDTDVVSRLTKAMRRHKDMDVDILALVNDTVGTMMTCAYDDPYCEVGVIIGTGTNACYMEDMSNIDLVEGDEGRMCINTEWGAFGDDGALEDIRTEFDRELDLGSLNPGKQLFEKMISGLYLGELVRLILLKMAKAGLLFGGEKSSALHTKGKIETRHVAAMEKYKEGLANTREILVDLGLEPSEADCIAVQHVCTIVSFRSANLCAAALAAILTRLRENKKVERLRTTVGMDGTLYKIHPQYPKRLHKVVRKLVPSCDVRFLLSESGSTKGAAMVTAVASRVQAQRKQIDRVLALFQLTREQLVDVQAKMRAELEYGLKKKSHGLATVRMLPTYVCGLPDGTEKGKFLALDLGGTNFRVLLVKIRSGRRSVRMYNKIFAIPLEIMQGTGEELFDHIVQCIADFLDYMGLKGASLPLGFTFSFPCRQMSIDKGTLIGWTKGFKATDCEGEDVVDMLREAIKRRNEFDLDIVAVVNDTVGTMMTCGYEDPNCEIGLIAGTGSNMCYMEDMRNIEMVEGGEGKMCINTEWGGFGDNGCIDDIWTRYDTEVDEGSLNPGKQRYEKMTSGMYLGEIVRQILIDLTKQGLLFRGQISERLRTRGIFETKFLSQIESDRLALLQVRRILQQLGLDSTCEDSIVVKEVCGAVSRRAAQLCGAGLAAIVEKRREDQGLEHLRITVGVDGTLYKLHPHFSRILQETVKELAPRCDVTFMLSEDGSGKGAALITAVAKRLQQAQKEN
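Material: recombinant HKDC1 hexokinase; Amount: HKDC1 at 5 µg/mL; Medium: Tris pH 8.0 buffer with MgCl2, Tween-20, BSA, BME; Schedule: 90 min reaction incubation at room temperature, dark; Technique: coupled resazurin fluorescence, excitation 525 nm, emission 613 nm.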
SENP7 inh = SENP7 protease inhibition; recombinant SENP7, Z-RLRGG-aminoluciferin luminescence, 40 min; AID 434973; 330,000 tested, 1.5% active; inhibition, % at 5 µM;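 active = inhibition above about 50% at the single test dose, limit read from the data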;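 also: plate controls were DMSO with enzyme for no effect and no enzyme buffer wells for full effect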
SENP8 block-2 = blocks human SENP8 cleavage of Nedd8 substrate; Q96LD8; recombinant SENP8, Nedd8 substrate fluorescence; inhibition, % at 20 µM; 360,000 tested, 0.64% active; AID 602440; in the data active = inhibition mostly above about 40%, no sharp cut-off; inactive = mostly below about 27%
NLRP3 yeast inh = NALP3 inhibition in yeast; 330,000 tested, 0.39% active; inhibition, % at 10 µM; Yeast reconstituted NLRP3/ASC/caspase-1, beta-gal luminescence, 24 h;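 active = inhibition of 50% or more; inactive = inhibition below 50%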;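 also: plate controls were induced DMSO wells for no effect and uninduced yeast grown without galactose for full effect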
SENP6 inh = inhibitors of human SENP6 protease | inhibition, % at 10 µM | 330,000 tested, 1.8% active | Recombinant SENP6 catalytic domain, aminoluciferin luminescence | Q9GZR1 | AID 2599;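 active = inhibition above about 50% at the single tested dose, limit read from the data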;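 also: plate controls were DMSO wells with enzyme for no effect and DMSO wells lacking enzyme for full effect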
Active calls of the source: *; i = inactive; . = not tested or not shown.

Every second line gives: SENP1 inh, SENP8 block-1, Apaf-1 inh, PfGluPho inh, HKDC1 inhibitor, SENP7 inh, SENP8 block-2, NLRP3 yeast inh, SENP6 inh
COc1ccc(-c2ccc(SCc3cccnc3)nn2)cc1OC
 : 3, -5, -3, 24, -3, 3, -6, 18, -30
Cc1ccc(NC(=O)CCNC(=O)Cn2cnc3ccccc3c2=O)cc1F
 : 1, -5, 1, 9, -7, 7, 5, 4, -20
CCCOP(=O)(c1ccc(N(C)C)cc1)C(O)c1cc(OC)ccc1OC (stereo not given)
 : 3, 3, -1, 10, -1, 4, 14, 17, 14
CC(/C=N/NC(=O)c1cccnc1)=C\c1ccccc1
 : 0, -2, 13, 7, -4, 8, -4, 6, 8
O=C(C1CCCCN1S(=O)(=O)c1ccccc1)N1CCN(Cc2ccccc2)CC1 (stereo not given)
 : 3, -3, -12, 17, -8, 0, 6, 8, -2
Cc1cccc(-c2cc(C(=O)Nc3cccnc3)c3ccccc3n2)c1
 : 0, -10, 7, 13, 7, -9, 0, 10, -25
COc1cc(NS(=O)(=O)c2ccc(NC(C)=O)cc2)ncn1
 : 3, 7, -17, -9, -5, -15, 3, 6, -16
CCC(CO)Oc1cc(NC(=O)c2cccc(Cl)c2)c2ncn(C(C)C)c2c1 (stereo not given)
 : -2, 3, 15, 16, 13, 6, 10, 8, 0
CN(CC(=O)OCC(N)=O)S(=O)(=O)c1ccc(Cl)cc1
 : 4, -2, -3, -3, -22, -1, 3, -6, -17
Cc1cccc(C)c1NC(=O)CN1C(=O)N(C)Cc2ccccc21
 : 1, -11, 11, -14, -9, -7, 8, 23, -20
COc1cccc(CN2CC(C(=O)NCCCn3ccnc3C)CCC2=O)c1 (stereo not given)
 : 1, 2, 0, -5, -1, -4, 7, 22, 19
CC(C)c1ccc(OCC(=O)N2CCN(C(=O)c3ccco3)CC2)cc1
 : 1, -1, 7, 2, -7, 1, 4, 20, 7
CCn1ncc(NC(=S)Nc2ccc3c(c2)OCO3)c1C(N)=O
 : 2, -4, 1, 38, -2, 15, 13, 32, -1
CCOC(=O)c1ccccc1NC(=O)N[C@@H](C)C(=O)OC
 : 0, -5, -22, 7, -21, 5, -55, -1, 3
O=C(C1CCC1)N1CCc2cc(S(=O)(=O)Nc3ccc4c(c3)OCO4)ccc21
 : 1, -1, 11, 6, 2, -6, 35, 6, -2
COc1cccc(N2CCN(C(=O)c3cc(C)oc3C)CC2)c1
 : -3, -9, 12, 4, -5, -8, -6, -3, -7
O=C(Oc1ccc2ccc(=O)oc2c1)c1ccccc1
 : -98, -27, 0, -8, -2, -1, -292, 15, -3
CCc1ccc(C(=O)OCC(=O)NC2CCCC2)cc1
 : 3, -10, 3, -8, -3, -6, 12, 12, -11
C/C(=N\NC(=S)NCC(C)(C)C)c1cc(F)cc(F)c1O
 : -19, -1, -23, -31, -1, -4, -28, 25, -18
O=C(c1cc(-c2cccnc2)nc2ccccc12)N1CCCc2ccccc21
 : 2, -1, -7, 1, 0, 0, 18, -2, -7

More entries
Every second line gives: SENP1 inh, SENP8 block-1, Apaf-1 inh, PfGluPho inh, HKDC1 inhibitor, SENP7 inh, SENP8 block-2, NLRP3 yeast inh, SENP6 inh
O=C1CC(=O)Nc2cc(S(=O)(=O)Nc3ccc(F)cc3Cl)ccc2N1
 : 1, 8, -6, -10, -7, 0, 5, 24, -1
CC(C)CCN(C(=O)c1ccc(Br)cc1)c1c(N)n(Cc2ccccc2)c(=O)[nH]c1=O
 : -4, -3, -2, -3, 0, -1, -10, 20, 7
COc1ccc(O)c(-c2[nH]ncc2C(=O)c2ccccc2C)c1
 : -1, 1, 10, 28, -4, -2, 12, 15, -4
Cc1c([N+](=O)[O-])c(C(=O)Nc2ccc3c(c2)OCCO3)nn1C
 : 1, 42, -1, 0, -2, 73*, 12, 9, 75*
CN(C)C(=O)COc1ncnc2sc(-c3ccccc3)cc12
 : -10, 2, 5, -7, 1, 0, -20, 6, 3
Cc1ccc(S(=O)(=O)NC(CC(C)C)C(=O)NCC(c2ccco2)N2CCCCC2)cc1 (stereo not given)
 : -13, -3, 36, -2, -8, 7, -10, -2, -19
CN(C(=O)CCn1c(=S)oc2ccccc21)c1ccc(F)cc1
 : 4, 1, 4, -5, -8, 4, 13, 2, -12
COc1ccc(-n2ccnc(SCC(=O)NCc3ccc(C)cc3)c2=O)cc1Cl
 : 0, 6, 7, 1, 0, 1, i, 9, -5
CCOC(=O)c1c(C)c(C(=O)N2CCCCCC2)c(C)n1CC
 : 2, -2, -13, -2, -12, 7, 3, 1, -8
Cc1cc(Cl)ccc1C(=O)C1CCCN(C(=O)c2snnc2C)C1 (stereo not given)
 : -1, 0, -16, -13, 1, 6, 23, -1, -8
CN1C(=O)NC2C1N(S(C)(=O)=O)CCN2S(C)(=O)=O (stereo not given)
 : 1, 7, -9, -1, -2, -2, 8, 14, -3
COc1ccc(C)cc1NC(=O)CSc1nnc(COc2ccccc2)n1Cc1ccco1
 : -1, -5, 19, 5, 2, 2, 6, 16, -4
COc1ccc(CCNC(=O)C2CCCN(S(=O)(=O)c3ccccc3)C2)cc1 (stereo not given)
 : -1, 1, 0, 8, 8, 9, 17, -2, 0
CCNc1nc(Nc2ccc(C)c(Cl)c2)c2cnn(C)c2n1
 : 3, -18, 15, 43, -4, -7, -78, 13, -26
CCc1nnc(NC(=O)CSc2nnc(-c3ccc(S(=O)(=O)N4CCCC4)cc3)n2CC)s1
 : 2, 5, -4, -16, 3, -5, 11, 6, 7
COc1ccc([N+](=O)[O-])cc1NCC(=O)Nc1cccc(S(=O)(=O)N2CCCC2)c1
 : 9, -5, 9, 35, 9, -8, 24, 14, 8
COc1ccc(OCc2nnc(SCC(=O)Nc3ccccc3Cl)o2)cc1
 : -1, 1, 2, 13, -5, 0, 7, 6, -17
O=C(CSc1ccc(-c2ccco2)nn1)NCc1ccccc1Cl
 : 1, -1, -10, 18, -2, -5, -2, 0, -9
CCOc1ccc2c(c1)C(C)=CC(C)(C)N2C(=O)Nc1ccccc1F
 : -52, 11, 31, 27, -1, 5, -269, 11, 24
CCOCCCNC(=O)C(NC(=O)c1ccccc1O)c1ccccc1 (stereo not given)
 : 2, -1, -2, 3, 0, -5, -310, -4, -8

(list continues)
Every second line gives: SENP1 inh, SENP8 block-1, Apaf-1 inh, PfGluPho inh, HKDC1 inhibitor, SENP7 inh, SENP8 block-2, NLRP3 yeast inh, SENP6 inh
Cc1nnc(SCC(=O)NNC(=O)c2ccccc2)n1-c1ccccc1
 : 0, 2, -9, -15, -4, 3, 11, 15, 7
Cc1c(C(=O)N2CCCCC2)c(S(=O)(=O)N2CCN(c3ccccc3F)CC2)c(C)n1C
 : 0, -3, -5, -2, -5, 0, -2, 0, -1
Cn1c(-c2ccsc2)c(-c2cccs2)c2cc(-c3cccc4[nH]ccc34)ccc21
 : -22, 0, -9, 4, 2, 0, i, 14, 6
O=C(CN1CCN(c2ccc(O)cc2)CC1)NC(c1ccccc1)c1ccccc1
 : 2, 5, 20, 57, 0, 5, 14, 9, 17
CCOc1ccc2[nH]c(S(=O)(=O)CC)nc2c1Cl
 : 0, -7, -10, 21, -4, 0, 9, 1, -8
COCCN(C(=S)Nc1cc(C)cc(C)c1)C(C)c1ccco1 (stereo not given)
 : 4, -6, -3, 12, -6, 0, 26, 5, -15
O=C(NCCN1CCOCC1)NC1(C(F)(F)F)Oc2ccc(Cl)cc2O1 (stereo not given)
 : 1, ., ., -20, -4, ., 15, ., .
COC(=O)C1=CN(Cc2ccc(OC)cc2)C=C(C(=O)OC)C1c1cccs1
 : -23, 7, 5, 4, -8, -1, -384, 13, -10
O=C(Oc1ccccc1N1C(=O)C2CC=CCC2C1=O)c1ccc(Br)cc1 (stereo not given)
 : 6, -15, -2, 5, -3, -8, 15, -1, -18
Cc1c(N=Cc2c(O)n(C3CCCCC3)c(=O)[nH]c2=O)c(=O)n(-c2ccccc2)n1C
 : -3, 7, -2, 1, -2, 2, -78, 20, -19
CC1(C)CC(=O)C2=C(C1)Nc1ccccc1NC2
 : -35, 7, 13, -4, -4, 2, -47, 21, 9
COc1cccc(C(C(=O)NC2CCCCC2)N(CCN2CCOCC2)C(=O)C2COc3ccccc3O2)c1 (stereo not given)
 : 2, 5, -10, -16, -6, -2, 8, 22, -16
Cc1cccc(NC(=S)N(CCCN2CCOCC2)Cc2cn(C)c3ccccc23)c1
 : 4, -10, -1, -6, -2, 1, 13, 0, -24
O=C1S/C(=C/c2ccccc2)C(=O)N1CC(O)Cn1c2ccccc2c2ccccc21 (stereo not given)
 : 2, -3, 14, -32, 18, 1, 12, 10, -6
COC(=O)CSc1nc2ccc(N)cc2s1
 : -2, 3, -21, 18, 10, 7, -7, -2, 3
COc1ccc(Cl)cc1NC(=O)c1nnn(CC(=O)Nc2cc(C)cc(C)c2)c1N
 : 0, 12, 5, 3, -4, -1, 9, 12, -2
O=C(CCCc1ccccn1)c1cccc2ccccc12
 : -8, ., ., 10, 5, ., -19, ., .
Nc1ccc(C(=O)N2N=C(c3ccc(F)cc3)CC2(O)C(F)(F)F)cc1 (stereo not given)
 : 3, -3, 6, -8, -3, -3, -191, 11, -6
CC(C)c1ccc(-c2nnn(CCC#N)n2)cc1
 : 1, 5, 7, 13, -3, 5, 6, 36, -8
COc1cccc(/C=N/NC(=O)c2c(C)nc3ccc(Cl)cn23)c1O
 : -19, -9, 9, -18, -12, -6, 1, 6, -1

Three structures out of the list, ordered by length of the SMILES, low to high.
Every second line gives: SENP1 inh, SENP8 block-1, Apaf-1 inh, PfGluPho inh, HKDC1 inhibitor, SENP7 inh, SENP8 block-2, NLRP3 yeast inh, SENP6 inh
O=C(CCCc1ccccn1)c1cccc2ccccc12
 : -8, ., ., 10, 5, ., -19, ., .
CC1(C)CC(=O)C2=C(C1)Nc1ccccc1NC2
 : -35, 7, 13, -4, -4, 2, -47, 21, 9
Cc1c(N=Cc2c(O)n(C3CCCCC3)c(=O)[nH]c2=O)c(=O)n(-c2ccccc2)n1C
 : -3, 7, -2, 1, -2, 2, -78, 20, -19

Screening results deposited in PubChem BioAssay by Sanford-Burnham Center for Chemical Genomics.
